# Compound activity as filed in PubChem.
# TRHR ag = qHTS for Small Molecule Agonists and Allosteric Enhancers of Human TRH Receptor: Primary Screen for Agonists | actives 0.18% (n = 360,000) | Thyrotropin-releasing hormone receptor (Homo sapiens), P34981 | TRHR cells, calcium flux fluo-8, FDSS agonist mode | AID 493084, 2011 | activation, % at 2 µM; in the data active = activation above about 30%; also: 0% is about no effect
#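 TRHR-expressing cells loaded with fluo-8 calcium dye; 23 nL library compound pin-transferred, kinetic FDSS fluorescence (Ex 480/Em 530) recorded about 180 s for agonist-induced calcium release, before a 10 nM TRH EC20 addition for potentiator mode.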
# TrxR1 inh = qHTS Assay for Inhibitors of Mammalian Selenoprotein Thioredoxin Reductase 1 (TrxR1): qHTS. recombinant rTrxR1, NADPH fluorescence consumption, selenite substrate. Thioredoxin reductase 1, cytoplasmic (Rattus norvegicus), O89049. Potency, µM (top dose mostly 114 µM), inactives show at the top dose activity change, negative = inhibition, actives largely listed as inhibitors. actives 1% (n = 390,000); also: potency is read from the fitted curve at half-maximal effect; % is scaled to controls: 0 for no effect and ±100 for the full control effect; nearly all actives have a fitted effect of over 65% in size
#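 Rat TrxR1 (90 nM in the dispensed reagent) was pre-reduced with 400 uM NADPH for 5 min at room temperature, then incubated with compound for 15 min. After 400 uM selenite was added, NADPH fluorescence (Ex 340/Em 450 nm) was followed for 8 min.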
# D2 antag = HTS Assay for Allosteric Antagonists of the Human D2 Dopamine Receptor: Primary Screen for Antagonists; inhibition, % at 10 µM; D(2) dopamine receptor (Homo sapiens), P14416; HEK293 TREx D2 cells, calcium flux, dopamine EC80; AID 485344, 2010; actives 2% (n = 340,000); in the data active = inhibition above about 30%; also: 0% is about no effect
# Target sequence (P14416 whole entry, looked up): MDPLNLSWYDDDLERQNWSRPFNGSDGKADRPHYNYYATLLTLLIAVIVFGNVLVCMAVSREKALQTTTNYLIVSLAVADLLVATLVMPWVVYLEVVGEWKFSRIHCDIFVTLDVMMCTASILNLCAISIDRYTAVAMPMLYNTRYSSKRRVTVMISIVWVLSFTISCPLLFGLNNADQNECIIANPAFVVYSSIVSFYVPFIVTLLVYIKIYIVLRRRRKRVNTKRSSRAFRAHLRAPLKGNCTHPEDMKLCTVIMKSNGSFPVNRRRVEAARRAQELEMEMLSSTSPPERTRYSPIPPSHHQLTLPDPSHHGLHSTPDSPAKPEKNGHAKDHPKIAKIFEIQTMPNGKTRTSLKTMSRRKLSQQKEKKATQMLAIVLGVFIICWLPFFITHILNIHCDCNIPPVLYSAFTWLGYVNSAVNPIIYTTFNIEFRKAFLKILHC
#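 Calcium mobilization kinetics were recorded at 1 s intervals in tetracycline-induced HEK293 T-REx D2 cells, first for 180 s after compound addition and then 180 s after EC80 dopamine.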
# PI4K2A block = qHTS for small molecular inhibitors of PI4K2A | purified PI4K2A, ADP-Glo luminescence, 1 h; active compounds read low | AID 1346378, 2018 | activity change, negative = inhibition, % at 76.9 µM | actives 0.13% (n = 420,000); in the data active = activity change below about -50%; inconclusive = mostly about -30% to -49%;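 also: -100% = wells without enzyme as full effect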
#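 ADP-Glo luminescence measured ADP generated by PI4K2A enzyme (4 ug/mL before mixing) with 1.2 mM PI substrate (pre-mix) and 300 microM ATP (pre-mix). Tris pH7.5 buffer with MgCl2, Triton X-100; 1 h reaction at ambient temperature.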
# TrxR1 substrate = qHTS Assay for Substrates of Mammalian Selenoprotein Thioredoxin Reductase 1 (TrxR1): qHTS | Thioredoxin reductase 1, cytoplasmic (Rattus norvegicus), O89049 | purified TrxR1 substrate turnover, NADPH consumption readout | Potency, µM (series often up to 114 µM), without a hit: top-dose activity change, negative = substrate turnover | actives 0.01% (n = 390,000) | AID 588456, 2011; also: potency is read from the fitted curve at half-maximal effect; % is scaled to controls: 0 for no effect and ±100 for the full control effect; nearly all actives have a fitted effect of over 50% in size
#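 Rat TrxR1, dispensed at 90 nM, was prereduced with 400 uM NADPH (final) for 5 min at ~22 deg C, then incubated with compound 15 min before 400 uM selenite. A first-read NADPH fluorescence drop versus no-compound background flagged substrates.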
# TRHR enhancer = qHTS for Small Molecule Agonists and Allosteric Enhancers of Human TRH Receptor: Primary Screen for Enhancers. actives 0.66% (n = 360,000). Thyrotropin-releasing hormone receptor (Homo sapiens), P34981. enhancement, % at 2 µM. TRHR cells, fluo-8 calcium fluorescence, EC20 TRH enhancement. AID 493056, 2011; in the data active = enhancement above about 30%; also: 0% is about no effect
#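 Enhancer read-out: after compound pinning and an initial kinetic agonist-mode read, an EC20 of TRH (10 nM final) was injected and fluo-8 calcium signal (Ex 480/Em 530) followed at 1 s/cycle for 100 cycles in TRHR-expressing cells.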
# USP1-UAF1 inh = Inhibitors of USP1/UAF1: Primary Screen; Ubiquitin carboxyl-terminal hydrolase 1 (Homo sapiens), O94782; recombinant USP1/UAF1, Ub-Rhodamine cleavage fluorescence; Potency, µM (series often up to 57.1 µM), without a hit: top-dose activity change, negative = inhibition, most hits filed as inhibitors; actives 0.23% (n = 390,000); AID 743255, 2014; also: potency is read from the fitted curve at half-maximal effect; % is scaled to controls: 0 for no effect and ±100 for the full control effect; nearly all actives have a fitted effect of over 60% in size; inactives centre near -12
#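 In this screen, compounds sit with the deubiquitinase complex (1nM) for 15 min at room temperature before Ub-Rho is added at 150nM final. Fluorescence rise is then followed for 6 reads every 60 seconds.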
# mIDH1 inhibitor = qHTS for Inhibitors of mutant isocitrate dehydrogenase 1 (IDH1): qHTS. Isocitrate dehydrogenase [NADP] cytoplasmic (Homo sapiens), O75874. IDH1-R132H enzyme, NADPH consumption, diaphorase/resazurin fluorescence. Potency, µM (series often up to 76.6 µM), for the others: at the top dose activity change, negative = inhibition, most hits filed as inhibitors. actives 0.093% (n = 390,000). AID 602179, 2012; also: potency is read from the fitted curve at half-maximal effect; % is scaled to controls: 0 for no effect and ±100 for the full control effect; nearly all actives have a fitted effect of over 65% in size
# Target sequence (O75874 whole entry R132H, stated change not applied): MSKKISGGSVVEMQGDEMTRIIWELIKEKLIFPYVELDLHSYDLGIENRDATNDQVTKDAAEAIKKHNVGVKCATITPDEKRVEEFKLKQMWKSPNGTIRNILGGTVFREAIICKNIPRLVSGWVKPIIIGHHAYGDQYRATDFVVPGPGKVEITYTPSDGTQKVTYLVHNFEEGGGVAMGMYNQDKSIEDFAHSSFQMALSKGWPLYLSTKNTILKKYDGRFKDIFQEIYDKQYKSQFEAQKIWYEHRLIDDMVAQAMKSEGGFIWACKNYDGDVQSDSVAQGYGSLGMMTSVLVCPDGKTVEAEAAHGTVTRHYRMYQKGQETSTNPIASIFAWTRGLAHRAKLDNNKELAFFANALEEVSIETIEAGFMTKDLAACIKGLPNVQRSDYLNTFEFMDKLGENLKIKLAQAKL
#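 IDH1-R132H (0.5 ug/mL dispensed) in pH 7.5 Tris buffer was preincubated 30 min with compound, then given a substrate mix of 0.016 mM NADPH and 2 mM alpha-KG for 80 min at room temperature; remaining NADPH was read by diaphorase/resazurin fluorescence.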
# D2 ag = HTS Assay for Allosteric Agonists of the Human D2 Dopamine Receptor: Primary Screen for Agonists; AID 485358, 2010; activation, % at 2 µM; actives 0.53% (n = 340,000); D(2) dopamine receptor (Homo sapiens), P14416; HEK293 T-REx D2 cells, calcium flux agonist mode;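 active = activation over 3 SD above normal in the single-dose calcium agonist read, cut at about 30% in these data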; also: 0% is about no effect
#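 HEK293 Trex D2 cells, tetracycline-induced, o/n 30 C 5% CO2; no-wash Ca dye, RT 30–90 min; 10-cycle baseline, 23 nl cpd added, kinetic Ca read 180 s; agonist hits = positive Ca response.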
# * = called active by the depositor; ? = inconclusive; . = no result given; & = joins results of further samples; [ ] = another dose, or the depositor's remark. Unless noted, calls follow the shape of the dose curve; as a rule, active = well fitted inhibition curve with a large enough effect; inconclusive = small, poorly fitted or top-dose-only effect; inactive = no such curve, though single readings can be large or run the other way.
SMILES,TRHR ag,TrxR1 inh,D2 antag,PI4K2A block,TrxR1 substrate,TRHR enhancer,USP1-UAF1 inh,mIDH1 inhibitor,D2 ag
COC(=O)C1=C(C)N(c2ccccc2)/C(=C/c2cccs2)C1=O,0.1,13.6%,-4.1,-3.0,0.1%,-17.8,?,4.1%,-0.6
O=S(=O)(Nc1cccc(-c2nc3cccnc3s2)c1)c1cccs1,-0.6,6.7%,9.4,-2.1,4.5%,-3.6,-19.9%,3.2%,1.7
Cc1cccc(C(=O)OCC(=O)N2CC(=O)Nc3ccccc32)c1C,.,11.6%[57.1 µM],.,-2.2,8.6%[57.1 µM],.,-1.1%,-2.7%,.
COc1cc(CC(=O)NCc2ccccn2)cc(OC)c1OC,-0.3,-4.2%[57.1 µM],6.2,-7.4,1.9%[57.1 µM],2.2,0.5%,-3.0%,-0.4
CCSc1nc(N)c(C#N)c(-c2ccco2)c1C#N,0.4,-11.8%,-0.2,-16.0,12.3%,27.4,-27.1%,9.0%,0.8
Cc1c(C(=O)NCC2CCCO2)oc2c(Cl)cccc12 (centres undefined),-0.9,-7.1%,0.7,8.0,-7.2%,2.6,-4.0%,-1.1%,-0.6
C/C=C(\C)C(=O)Nc1cccc(C2=NOC3(C2)C[C@@H](C(N)=O)N(C(=O)c2cc([N+](=O)[O-])cc([N+](=O)[O-])c2C)C3)c1 (some centres undefined),0.0,-9.2%[57.1 µM],1.2,-1.9,-7.5%[57.1 µM],-1.7,-17.5%,5.2%,0.1
Cc1nnc(SCc2nc(N)nc(Nc3ccccc3)n2)s1,-0.7,-5.8%,-0.5,2.1,-6.1%,9.6,-5.7%,7.4%,-0.7
CCCN=C(C)c1c(-c2ccccc2)[nH]n(-c2nc3ccccc3s2)c1=O,-0.5,-4.4%,-6.6,-1.3,-5.9%,3.6,-22.2%,1.7%,-0.3
Cc1ccc(Cl)cc1NC(=O)CCC(=O)O,0.6,25.3%,-3.7,6.1,3.2%,4.8,-18.5%,-6.2%,-0.6
COc1ccc(C(C)NC(=O)C2CCCO2)cc1OC (centres undefined),0.3,10.7%,-7.4,3.3,13.5%,1.3,-12.4%,3.9%,0.0
COC(=O)C1=C(C)N2C(=O)CSC2=NC1c1ccc2c(c1)OCO2 (centres undefined),-0.5,3.4%,-5.7,-5.6,-3.2%,2.7,2.7%,3.8%,0.0
O=C(NC1CCN(C(=O)C2CCCCC2)CC1)c1ccccc1,0.2,5.1%,3.7,2.3,1.8%,-2.0,2.5%,-0.6%,0.1
COc1ccc(-n2nc3c(c2NC(=O)COc2cccc(OC)c2)CS(=O)(=O)C3)cc1,0.0,-10.9%,-20.7,0.5,1.4%,-2.9,-21.7%,9.7%,-0.4
C=CCc1cccc(OC)c1OCCOCCNCCO,0.0,5.9%[57.1 µM],-19.1,8.6,-0.3%,6.8,-17.2%,1.9%,-0.5
Cc1ccc(NC(NC(=O)c2ccccn2)C(Cl)(Cl)Cl)cc1 (centres undefined),.,14.7%,.,4.5,6.3%,.,-2.6%,-0.8%,.
Fc1ccc(-c2csc(=S)[nH]2)cc1,0.1,-20.2%,31.0*,-1.8,-2.8%,8.6,-3.0%,-4.8%,-0.3
COC(=O)C1CCN(C(=O)NC(C)(C)C)CC1,0.6,11.9%,0.2,-0.2,3.0%[57.1 µM],-1.5,-0.5%,7.3%,0.4
Cc1ccccc1Cn1c2ccccc2c2cnn(CC(=O)NCCc3ccccc3)c(=O)c21,-1.7,7.7%,.,-3.1,0.5%,-0.5,-13.4%,-11.2%,-1.3
C=CCN1CC(=O)N2Cc3[nH]c4ccccc4c3C[C@H]2C1=O,1.0,9.8%,2.1,-4.2,-4.9%,6.7,-11.6%,-6.6%,0.2

# Entries from the list above that have an NH in an aromatic ring:
SMILES,TRHR ag,TrxR1 inh,D2 antag,PI4K2A block,TrxR1 substrate,TRHR enhancer,USP1-UAF1 inh,mIDH1 inhibitor,D2 ag
CCCN=C(C)c1c(-c2ccccc2)[nH]n(-c2nc3ccccc3s2)c1=O,-0.5,-4.4%,-6.6,-1.3,-5.9%,3.6,-22.2%,1.7%,-0.3
Fc1ccc(-c2csc(=S)[nH]2)cc1,0.1,-20.2%,31.0*,-1.8,-2.8%,8.6,-3.0%,-4.8%,-0.3
C=CCN1CC(=O)N2Cc3[nH]c4ccccc4c3C[C@H]2C1=O,1.0,9.8%,2.1,-4.2,-4.9%,6.7,-11.6%,-6.6%,0.2

# Next section
SMILES,TRHR ag,TrxR1 inh,D2 antag,PI4K2A block,TrxR1 substrate,TRHR enhancer,USP1-UAF1 inh,mIDH1 inhibitor,D2 ag
Cc1ccc(CN/C=C/C(=O)c2ccc(Br)cc2)cc1,2.4,12.2%[57.1 µM],-18.5,3.2,-7.9%[57.1 µM],12.4,-17.1%,6.4%,0.6
CCCCc1c(C)nc(Nc2ccc(OC)cc2)[nH]c1=O,0.3,-8.8%,-6.0,-1.0,-13.2%,7.4,-9.2%,7.4%,0.3
O=C(c1ccccc1)N1CCN(c2ccc(NCc3ccc4c(c3)OCO4)cc2)CC1,-0.8,-11.1%[57.1 µM],-5.9,3.7,6.6%[57.1 µM],6.0,-8.2%,7.9%,-1.9
Cc1ccc(N(CC(N)=O)C2SC(=O)N(Cc3ccccc3)C2=O)cc1 (centres undefined),0.7,?,-5.0,4.9,-1.8%,-3.9,-19.6%,3.9%,-0.9
COc1ccc([N+](=O)[O-])cc1NC(=O)N(C)Cc1ccco1,-1.7,14.7%[57.1 µM],3.5,-4.6,2.9%[57.1 µM],20.7,-6.6%,-9.5%,-0.6
CCN(c1ccccc1)S(=O)(=O)c1ccc2[nH]cc(C(=O)NCc3ccc(C)cc3)c(=O)c2c1,0.5,45.7%[activator][57.1 µM],.,-8.7,6.6%[57.1 µM],4.6,-22.1%,-12.2%,9.1
O=C(CCl)Nc1ccc(N=Nc2ccccc2)cc1,0.2,-19.9%,-8.2,-0.7,-2.3%,-3.4,-23.7%,-13.9%,-0.8
CCCCc1nc(NCc2ccccc2)c(C#N)c2c1CCCC2,0.2,39.0%[activator],0.8,1.1,26.5%,2.2,-26.6%,-13.0%,-0.6
Cc1cccn2c(=O)c3cc(C(=O)NC4CCCC4)sc3nc12,0.3,1.0%,10.6,-0.8,109.8%[activator],1.1,0.2%,-2.2%,0.0
COc1ccc(NC(=O)c2cc(C(C)C)on2)cc1OC,-0.7,25.9%,1.8,-1.6,11.1%,-2.1,-6.4%,4.3%,0.4
Cn1c(SCc2cc([N+](=O)[O-])cc3c2OCOC3)nnc1-c1ccccn1,-0.4,2.5%,3.8,0.9,-6.9%,-4.2,-8.1%,-12.7%,-0.2
COc1ccccc1-n1nnnc1S(=O)(=O)Cc1ccc(Cl)cc1,0.3,-41.8%,-10.2,50.1,11.4%[57.1 µM],-1.2,-7.7%,6.2%,-0.3
O=C(COC(=O)c1cccnc1Cl)Nc1cc(S(=O)(=O)N2CCCCCC2)ccc1Cl,0.6,5.1%,7.8,3.1,-2.1%,-12.2,-21.0%,15.3%,-0.3
Cc1sc2nc(SCC(=O)N3CC(C)OC(C)C3)n(C)c(=O)c2c1C (centres undefined),-0.5,-3.0%,10.6,-1.2,0.8%,3.7,-7.6%,2.4%,-0.1
O=C(Cn1c(=O)c2sccc2n(Cc2ccc([N+](=O)[O-])cc2)c1=O)NCCc1ccccc1,-0.1,?,4.2,-5.8,-21.6%,-8.6,-4.5%,4.0%,1.0
Cc1ccc(-c2cc(C(=O)N3CCCc4ccccc43)c3ccccc3n2)cc1,0.7,20.2%,11.8,-6.4,5.8%[57.1 µM],-13.0,-11.8%,2.8%,0.3
CCCCN(C)C(=O)CNC(=O)c1nn(-c2ccc(OC)cc2OC)c(=O)c2ccccc12,0.1,9.9%[57.1 µM],-5.0,-1.5,7.5%[57.1 µM],-2.7,6.3%,4.1%,0.2
Cc1ccc(C(=O)N(C)CC(=O)Nc2cccc(F)c2)cc1S(=O)(=O)N1CCCCC1,-0.4,0.0%,-15.8,1.2,12.4%,12.8,-4.6%,6.4%,0.0
Cc1ccc2c(C)ccc(O)c2n1,0.3,6.5%[57.1 µM],17.3,0.0,11.0%[57.1 µM],23.8,-0.9%,1.9%,0.0
Cc1nc2scc(C)n2c(=O)c1S(=O)(=O)Nc1ccc(N2CCOCC2)c(Cl)c1,2.1&0.9,23.5%[57.1 µM],11.7,2.5&-6.0,-9.6%[57.1 µM],2.2&-2.1,-15.8%&-20.5%,5.9%&5.9%,0.7
CCN(CC)CCOc1ncnc2c1oc1ccccc12,0.7,17.0%,4.3,4.3,2.8%,3.3,-10.5%,-0.9%,0.7
